HEK293 tox: cytotoxicity in counter-screen for GLP-1R inverse agonists; Potency, µM (highest dose often 38.3 µM), for inactives: at the top dose activity change, negative = inhibition, actives largely listed as inhibitors; 0.13% of 410,000 active; HEK293 cAMP-luciferase reporter cells, luminescence, 24 h;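 further: loss of luciferase light is scored as toxicity; on the % scale 0 is the no-effect control and ±100 the full control effect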
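1536-well qHTS counterscreen of the MLSMR; 200 cells/uL, 12 h pre-incubation, 23 nL cpd, 24 h at 37 deg C 5% CO2, luciferase detection reagent, 12 min RT, luminescence. Inhibition = undesired.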
PTHR1 ag: activates the human parathyroid hormone receptor PTHR1 | Q03431 | HEK293 GP2 PTHR1 cells, GloSensor cAMP luminescence, 1 h | Potency, µM (series often up to 115 µM), inactives show top-dose activation, actives largely listed as activators | 0.075% of 410,000 active; further: nearly all actives have a fitted effect of over 55% in size; some results filed as inactive show a strong effect at the top dose; inactives centre near -15; many of its hits are not listed in these tables
Target sequence (Q03431 whole entry, looked up): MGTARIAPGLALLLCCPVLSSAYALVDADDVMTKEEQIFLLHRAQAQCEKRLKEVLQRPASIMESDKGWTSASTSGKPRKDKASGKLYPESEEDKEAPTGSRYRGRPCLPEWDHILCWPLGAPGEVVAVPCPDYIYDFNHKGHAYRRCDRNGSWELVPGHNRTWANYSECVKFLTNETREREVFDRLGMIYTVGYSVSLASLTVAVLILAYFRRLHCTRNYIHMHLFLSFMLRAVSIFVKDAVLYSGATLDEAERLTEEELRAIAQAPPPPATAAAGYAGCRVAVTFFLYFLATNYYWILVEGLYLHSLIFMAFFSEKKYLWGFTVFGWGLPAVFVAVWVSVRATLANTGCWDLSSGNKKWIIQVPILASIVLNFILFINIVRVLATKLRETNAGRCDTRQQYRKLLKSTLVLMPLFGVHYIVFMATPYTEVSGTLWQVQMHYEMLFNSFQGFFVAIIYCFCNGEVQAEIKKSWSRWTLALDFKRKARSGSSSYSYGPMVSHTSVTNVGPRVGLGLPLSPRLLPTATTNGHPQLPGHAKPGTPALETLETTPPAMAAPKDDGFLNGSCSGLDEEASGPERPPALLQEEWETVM
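HEK-293-derived GP2 cells expressing PTHR1 and a GloSensor cAMP reporter, 3,000/well, plated overnight, given luciferin plus IBMX (each 0.5 mM as added) for 1 h at 37 °C, then compound for 1 h at 37 °C. Luminescence was read after 15 min at room temperature.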
GLP-1R inv ag: inverse agonists of human GLP-1 receptor; 1.6% of 410,000 active; HEK293 GLP-1R CRE-luciferase, luminescence, 24 h; GLP-1R form is constitutively active; P43220; Potency, µM (highest dose often 38.3 µM), for inactives: at the top dose activity change, negative = inhibition, most hits filed as inhibitors; further: on the % scale 0 is the no-effect control and ±100 the full control effect; nearly all actives have a fitted effect of over 55% in size
Target sequence (P43220 whole entry, looked up): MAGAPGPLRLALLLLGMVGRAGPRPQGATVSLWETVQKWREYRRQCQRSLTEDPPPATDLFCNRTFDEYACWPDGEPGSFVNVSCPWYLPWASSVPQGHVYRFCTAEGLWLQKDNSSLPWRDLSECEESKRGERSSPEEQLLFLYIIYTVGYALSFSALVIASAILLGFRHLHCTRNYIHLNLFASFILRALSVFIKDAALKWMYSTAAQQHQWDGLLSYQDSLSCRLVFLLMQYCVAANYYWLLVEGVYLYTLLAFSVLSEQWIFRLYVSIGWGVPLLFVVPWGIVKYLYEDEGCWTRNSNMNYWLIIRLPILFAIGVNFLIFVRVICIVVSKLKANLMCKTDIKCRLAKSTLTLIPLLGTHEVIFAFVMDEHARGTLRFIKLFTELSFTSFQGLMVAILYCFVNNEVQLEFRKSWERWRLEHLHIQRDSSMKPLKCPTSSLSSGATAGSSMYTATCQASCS
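Constitutively active GLP-1R drives a cAMP-responsive luciferase in stably transfected HEK293 cells; test compounds are added after overnight (12 h) attachment and left 24 hr, and signal loss in luminescence marks inhibition.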
Starred values were filed as active, the others as inactive; i = inactive; ? = inconclusive; [ ] = dose if it differs, or a comment. The call rests on the fitted dose curve; in most records, active means well fitted curve in the direction sought with a large enough effect; inconclusive means small, poorly fitted or top-dose-only effect, or another doubt; inactive means no such curve, though single readings can be large; an effect the other way counts as inactive or inconclusive. Potency means the concentration at half of the fitted maximal effect. These rows are one share of the data, so the mix of outcomes need not match the whole.

entry	mol	HEK293 tox	PTHR1 ag	GLP-1R inv ag
1	Cc1ccc(Cl)cc1NC(=O)C(=O)NCC(c1cccnc1)N1CCc2ccccc21 (centres undefined)	6%	-34%[inhibitor]	?
2	N#Cc1ccc(C(=O)Nc2ccc(Cl)c(-c3nc4cc(Cl)ccc4o3)c2)c(F)c1	9%	-3%	-12%
3	Cc1nc2nc(CNC(=O)OC(C)(C)C)nn2c(C)c1CCC(=O)NCc1ccccc1Cl	0%	i	1%
4	CCOC(=O)c1c(C)n(-c2ccccc2)c2ccc(OC(=O)c3ccccc3NC(=O)C(C)C)cc12	-24%	-29%	?
5	O=C(CC1N=C2c3ccccc3N=C(SCc3ccc(F)cc3)N2C1=O)NCCc1ccccc1 (centres undefined)	-29%	i	?
6	Cc1ccc(CSC2=Nc3ccccc3C3=NC(CC(=O)NC4CCCCC4)C(=O)N23)c(C)c1 (centres undefined)	-6%	-23%	2%
7	Cc1cc(C)cc(NC(=O)CCn2cnc3ccccc3c2=O)c1	6%	-5%	2%
8	Cc1cccc(CN2C(=O)c3ccccc3Sc3ccc(C(=O)NCCc4ccccc4)cc32)c1	1%	i	?
9	CNC(=O)c1c(NC(=O)Cc2coc3ccc(C)cc23)sc2c1CCCC2	-1%	-4%	?
10	COCc1nn2cc(-c3ccc(C)cc3)nc2s1	4%	-2%	?
11	Cc1cccc(C)c1NC(=O)CCCN1C(=O)CCn2nc(-c3cn(C)c4ccccc34)cc21	-14%	-17%	-15%
12	CCCCNC(=O)C1CCN(S(=O)(=O)c2ccc3c(ccn3CC)c2)CC1	-4%	-8%	4%
13	O=C(Nc1cccc(C(F)(F)F)c1)C1CCN(c2nnc(-n3cccc3)s2)CC1	-7%	i	?
14	CCOc1ccccc1NC(=O)Nc1nnc(N2CCCC(C)C2)s1 (centres undefined)	8%	-14%	1%
15	COc1ccc(N2CCN(S(=O)(=O)CCNC(=O)COc3ccccc3F)CC2)cc1	-9%	i	4%
16	COc1ccccc1N1CCN(c2ncnc3c2c(-c2ccccc2)cn3-c2cccc(Cl)c2)CC1	1%	i	-9%
17	Cc1ccc(N2CCN(c3nc4c(S(=O)(=O)c5ccc(C)c(C)c5)nnn4c4ccccc34)CC2)c(C)c1	0%	i	5%
18	COc1ccc(NC(=O)Cn2nc3c(cc2=O)CCCC3)cc1Cl	-2%	?	0%
19	CCCN1CCc2nc(N3CCN(C)CC3)ncc2C1	-12%	?	-13%
20	COCCNc1nc(NCc2cccc(Cl)c2)c2cnn(C)c2n1	12%	-36%[inhibitor]	13%
21	CC(C)Cn1c(=O)c2ccccc2n2c(CCC(=O)Nc3ccc(F)cc3)nnc12	-3%	i	6%
22	CCc1ccc2oc(-c3ccc(C)c(NC(=O)/C=C/c4ccco4)c3)nc2c1	-12%	-10%	?
23	O=C(CSc1nc2c(c(=O)[nH]1)CN(Cc1ccc3c(c1)OCO3)CC2)Nc1ccccc1Cl	-1%	i	5%
24	COc1ccc(CNC(=O)c2ccc3c(c2)CCN3S(=O)(=O)c2ccccc2)cc1	0%	-22%	-14%
25	CCOCCc1nn2c(=O)cc(COC(=O)c3cccs3)nc2s1	0%	-14%	4%

Three of these compounds, reformatted:
18) COc1ccc(NC(=O)Cn2nc3c(cc2=O)CCCC3)cc1Cl
  HEK293 tox = -2%
  PTHR1 ag = ?
  GLP-1R inv ag = 0%

19) CCCN1CCc2nc(N3CCN(C)CC3)ncc2C1
  HEK293 tox = -12%
  PTHR1 ag = ?
  GLP-1R inv ag = -13%

20) COCCNc1nc(NCc2cccc(Cl)c2)c2cnn(C)c2n1
  HEK293 tox = 12%
  PTHR1 ag = -36%[inhibitor]
  GLP-1R inv ag = 13%

Going on with the list.
entry	mol	HEK293 tox	PTHR1 ag	GLP-1R inv ag
26	Cc1cc(C)cc(NC(=O)CSCc2cc(=O)c3cc(Cl)ccc3[nH]2)c1	-4%	i	2%
27	COc1ccc(Cn2ccnc2SCC(=O)Nc2ccc3c(c2)OCCO3)cc1	-2%	-7%	1%
28	COc1ccc(C2C(=O)N(C3CCCCCC3)CC(=O)N2Cc2ccccc2)cc1 (centres undefined)	5%	-4%	1%
29	CC1CCN(S(=O)(=O)N2CCC(C(=O)NCc3ccccc3Cl)CC2)CC1	1%	i	-4%
30	COc1ccccc1NC(=O)C(=O)c1cc(C)n(-c2ccccc2F)c1C	-2%	-7%	?
31	COc1ccc(Nc2nc(N)nc(CSc3nc4ccccc4s3)n2)cc1	1%	-24%	-20%
32	Cc1ccc(NC(=O)N2CCc3c([nH]c4ccccc34)C2c2ccccc2F)c(Cl)c1 (centres undefined)	-12%	?	10µM*
33	CCOc1ccc(NC(=O)Cn2c(=O)n(Cc3ccco3)c(=O)c3oc4ccccc4c32)cc1	0%	-25%	7%
34	CCOc1ccc(NC(=O)c2cccc(N3CCCS3(=O)=O)c2)cc1	2%	-30%[inhibitor]	-15%
35	CCCn1c(=NC(=O)c2c(-c3c(F)cccc3Cl)noc2C)c(C(=O)OCC)cc2c(=O)n3ccccc3nc21	36%[activator]	i	10%
36	O=C(NCc1ccc(F)cc1)c1ccc2nc(N3CCCCC3)sc2c1	9%	?	13%
37	CC1CCC(N2CC(=O)N(C3CCCC3)C(c3ccc(Cl)cc3)C2=O)CC1 (centres undefined)	4%	-23%	9%
38	O=S(=O)(NCCS(=O)(=O)N1CCN(c2cccc(Cl)c2)CC1)c1ccc(F)cc1	2%	-22%	-4%
39	CCOc1ccc(CNC(=O)C2CCN(S(=O)(=O)c3cn(C)cn3)CC2)cc1OC	6%	-15%	8%
40	Cc1cccc(CCNC(=O)C2CCC(CNS(=O)(=O)c3c(C)cc(C)cc3C)CC2)c1 (centres undefined)	-11%	-20%	?
41	CCC(Sc1nnc(-c2ccc(F)cc2)c(-c2ccc(F)cc2)n1)C(=O)NC1CCCC1 (centres undefined)	1%	i	37%[activator]
42	CC(=O)N1CCCc2cc(S(=O)(=O)Nc3ccc(OC(F)(F)F)cc3)ccc21	3%	-62%[inhibitor]	-11%
43	CCN1CCc2c(sc(NC(=O)CSc3ccccc3)c2-c2nc3ccccc3s2)C1	114%[activator]	-24%	1%
44	Cc1ccc(Cl)cc1NC(=O)CSc1nccn1C	4%	i	7%
45	CC1CCCN(S(=O)(=O)c2cc3c(cc2Cl)NC(=O)CO3)C1 (centres undefined)	-4%	-33%	5%
46	COc1ccccc1CNC(=O)Cn1c(=O)oc2cc(S(=O)(=O)NCc3ccccc3)ccc21	-8%	-9%	-16%
47	COc1ccc(S(=O)(=O)N(CCc2ccccc2)CC(=O)Nc2ccc(C)c(C)c2)cc1OC	-16%	-39%[inhibitor]	?
48	COc1ccc(NC(=O)Nc2sc3nc4n(c(=O)c3c2C)CCC(C)CC4)cc1OC (centres undefined)	0%	i	19%
49	Cc1ccc(-n2ncc(C(=O)NCCN3CCc4ccccc4C3)c2C2CCN(C(=O)OC(C)(C)C)CC2)c(C)c1	-7%	i	?
50	COc1ccc(-c2nc3ccc(NS(=O)(=O)c4ccc(Cl)cc4)cc3o2)cc1	24%	-27%	?
51	CCOCCn1ccc2c(OCC(=O)NCc3ccc(F)cc3)cccc2c1=O	3%	-3%	15%
52	CCCOc1ccc(CNC(=O)CCCn2nc(C)c3sc4ccccc4c3c2=O)cc1	9%	i	-2%
53	Cn1cnc(S(=O)(=O)N2CCCC(C(=O)NCc3ccc(F)cc3)C2)c1 (centres undefined)	-9%	i	8%
54	CCCCCn1c(CCCNC(=O)c2ccc(Cl)cc2)nc2ccccc21	18%	-47%[inhibitor]	-15%
55	COc1cc(C(=O)NC(c2ccc(Cl)cc2)c2cc(Cl)c3cccnc3c2O)cc(OC)c1OC (centres undefined)	-12%	7%	?
56	Cc1ccccc1CCNC(=O)c1ccc2c(c1)c(C)c(C)n2C	1%	i	?
57	COc1ccccc1NC(=O)c1cc(S(=O)(=O)NCCc2ccccc2)ccc1F	-4%	-35%[inhibitor]	?
58	COc1ccc(OC)c(C2CC(=O)c3c([nH]c(C(=O)OCc4ccc(C)cc4)c3C)C2)c1 (centres undefined)	4%	i	5%
59	O=C(c1cccc(Cl)c1)N1c2ncnn2C2(CCCCC2)[C@@H]2CCCC[C@@H]21	0%	-40%[inhibitor]	?
60	COc1ccc(-c2cc(-c3ccccc3)c(C#N)c(SCC(O)CS(=O)(=O)Cc3ccccc3)n2)cc1 (centres undefined)	15%	-21%	-18%
61	Cc1ccc2c(=O)c(C(=O)c3ccccc3)cn(CC(=O)Nc3ccccc3C)c2n1	3%	i	5%
62	CCN(C(=O)c1cc2c(s1)-c1c(C)cccc1OC2)c1ccccc1F	11%	-52%[inhibitor]	?
63	CCN(CC)S(=O)(=O)c1ccc2nc(NC(=O)c3cccnc3)sc2c1	0%	-39%	12%
64	CCc1nc2ccc(C(=O)NCc3ccc(N(C)C)cc3)cc2nc1CC	12%	?	25%
65	COc1ccc(CNC(=O)CN2C(=O)CSc3ccc(S(=O)(=O)N(C)C)cc32)cc1	5%	i	6%
66	CCSc1oc(-c2cccs2)nc1S(=O)(=O)c1ccc(Br)cc1	1%	-5%	-2%
67	CCc1ccc(C2=NN(CCC(=O)NCCc3ccc(Cl)cc3)C(=O)CC2)cc1	1%	-62%[inhibitor]	-21%
68	COc1cccc(CNC(=O)c2ccc(-n3c(C)cc4c3CCC(C)C4)cc2)c1 (centres undefined)	-9%	8%	11%
69	Cc1ccc(NC(=O)Cn2cc(C(=O)c3cccs3)c3ccccc32)cc1C	-24%	i	?
70	Cc1ccc(Cl)cc1NC(=O)N1CCC2(CC1)Oc1ccccc1C(=O)N2Cc1ccccc1F	3%	i	5%
71	COc1ccc(C)cc1NC(=O)C(CCSC)NS(=O)(=O)c1ccc2c(c1)oc(=O)n2C (centres undefined)	-7%	i	-1%
72	O=S(=O)(c1ccc(OC(F)(F)F)cc1)N1CCC(c2nc3ccccc3s2)CC1	8%	i	1%
73	CCCCNC(=O)C1CCN(S(=O)(=O)c2cc(Br)cc3c2N(C(=O)CC)CC3)CC1	9%	i	8%
74	COc1ccc(-c2nc3cc(NC(=O)c4cc5ccccc5o4)ccc3o2)cc1	7%	-5%	4%
75	Cc1cc(C)cc(NC(=O)CSc2oc(-c3ccccc3)nc2S(=O)(=O)c2ccccc2)c1	23%	-25%	9%

One compound at a time (already shown):
`COc1cc(C(=O)NC(c2ccc(Cl)cc2)c2cc(Cl)c3cccnc3c2O)cc(OC)c1OC` (centres undefined) is listed as HEK293 tox: -12%; PTHR1 ag: 7%; GLP-1R inv ag: ?
`COc1ccc(C)cc1NC(=O)C(CCSC)NS(=O)(=O)c1ccc2c(c1)oc(=O)n2C` (centres undefined) is listed as HEK293 tox: -7%; PTHR1 ag: i; GLP-1R inv ag: -1%

(listing goes on)
entry	mol	HEK293 tox	PTHR1 ag	GLP-1R inv ag
76	Nc1nc(Nc2ccccc2F)sc1C(=O)c1ccc(Cl)cc1	1%	-62%[inhibitor]	?
77	CN(C)c1ccc(CNC(=O)c2cnc3sc(N4CCOCC4)nn3c2=O)cc1	0%	i	4%
78	Nc1c(C(=O)Nc2cccc(Cl)c2)sc2nc3c(cc12)CN(Cc1ccccc1)CC3	-1%	-42%[inhibitor]	10%
79	COC(=O)c1ccccc1NC(=O)CCCn1c(=O)c2cccn2c2cccnc21	24%	?	5%
80	Cc1ccc(C(=O)c2cn(CC(=O)NCc3ccccc3Cl)c3nc(C)ccc3c2=O)cc1	-1%	i	2%
81	CCN(Cc1ccccc1)C(=O)c1cc2c(s1)-c1c(C)cccc1OC2	7%	1%	?
82	CCOC(=O)c1cccc(NC(=O)c2ccc3nc(Cc4ccccc4)oc3c2)c1	-25%	-7%	?
83	Cc1nn(CCCC(=O)NCc2ccc(OC(C)C)cc2)c(=O)c2c1sc1ccccc12	5%	-11%	2%
84	COc1ccc(NS(=O)(=O)c2cnc(N)nc2)cc1Cl	-13%	5%	2%
85	CCCCN1CC(c2nc3ccccc3n2CCCCOc2cc(C)cc(C)c2)CC1=O (centres undefined)	-11%	-21%	10µM*
86	COc1ccc(C(C(=O)NCc2ccccc2)N(C(=O)Cn2nnc3ccccc32)c2ccc(OC)cc2)cc1 (centres undefined)	-32%	13%	-7%
87	CC(=O)N1CCc2c(sc3c2c(=O)n(-c2ccccc2)c(=O)n3CC(=O)Nc2ccccc2)C1	0%	-39%[inhibitor]	0%
88	COc1ccccc1OC(C)C(=O)Nc1ccc(-c2nc3ccccc3s2)cc1 (centres undefined)	-2%	i	13%
89	CCOc1ccc(CNC(=O)c2ccc3[nH]c(C)c(C)c3c2)cc1OC	-3%	i	13%
90	CCc1nc(SC)ncc1C(=O)NCc1cccc(Br)c1	5%	-41%[inhibitor]	5%
91	O=C(Cc1ccccc1)N(Cc1cccnc1)c1nc2ccc(Cl)cc2s1	-2%	i	-33%
